C8 TRAIL sens: viability loss with TRAIL in NB7+C8 cells, primary screen, TRAIL sensitizer project, cell-based, ATPlite luminescence; inhibition (viability loss, TRAIL sensitization), % at 10 µM; hit rate 1% among 360,000; AID 624354, 2012;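 active means compounds causing at least 50% loss of cell viability in the single-dose screen, relative to plate controls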
EBV LMP1 NFkB: EBV LMP1-driven NF-kappaB luciferase reporter inhibitors, primary screen, cell-based, luminescence, single point | LMP1-induced NF-kappaB luciferase reporter cells | inhibition, % at 12.5 µM | hit rate 0.69% among 350,000; in the data active means inhibition above about 41%;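 further: 0% = neutral control wells and 100% = reference inhibitor control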
TWEAK-Fn14 inh: inhibitors of TWEAK-Fn14 signaling, primary screen, luciferase reporter cells, uHTS | TWEAK-stimulated Fn14 reporter cells, luciferase luminescence, 8 h | AID 1159606, 2016 | inhibition, % at 10 µM | hit rate 2% among 360,000; in the data active means inhibition above about 50%
SRC1 inh: SRC1 coactivator transcriptional activity inhibitors, primary screen, cell-based, luminescence; HEK293 GAL4-SRC1 luciferase reporter; hit rate 0.12% among 360,000; inhibition, % at 3.6 µM; Nuclear receptor coactivator 1 (Homo sapiens), Q15788; AID 588354, 2011;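 active means inhibition above the campaign mean plus 3 SD, with each screening campaign given its own cutoff, cut at about 60% in these data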;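 further: 0% = DMSO treated cells and 100% = gossypol at 36 µM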
TROY signal inh: inhibitors of TROY-driven NF-kB signaling, primary screen, Q293 LMP1-TROYcd cells, NF-kB luciferase, uHTS; Q293 LMP1-TROYcd NF-kB luciferase reporter, 4 h; inhibition, % at 10 µM; hit rate 0.98% among 360,000; AID 1347056, 2019;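 active means compounds whose plate-normalised and pattern-corrected inhibition of the luciferase reporter signal at the single screening dose is 50% or more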
NR2F2 inh: NR2F2 transcriptional activity inhibitors, primary screen, cell-based, luciferase reporter, HEK293T, luminescence. HEK293T NGFI-A luciferase reporter. inhibition, % at 8.6 µM. hit rate 0.7% among 370,000. AID 686940, 2013;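 active means inhibition above a per-plate cutoff, mean inhibition of test wells between control levels plus 3 SD, cut at about 38% in these data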;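 further: cells cotransfected with COUP-TFII expression vector driving the NGFI-A reporter; 0% = median of COUP-TF2 test wells and 100% = reporter-only cells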
Target sequence (P24468 whole entry, looked up): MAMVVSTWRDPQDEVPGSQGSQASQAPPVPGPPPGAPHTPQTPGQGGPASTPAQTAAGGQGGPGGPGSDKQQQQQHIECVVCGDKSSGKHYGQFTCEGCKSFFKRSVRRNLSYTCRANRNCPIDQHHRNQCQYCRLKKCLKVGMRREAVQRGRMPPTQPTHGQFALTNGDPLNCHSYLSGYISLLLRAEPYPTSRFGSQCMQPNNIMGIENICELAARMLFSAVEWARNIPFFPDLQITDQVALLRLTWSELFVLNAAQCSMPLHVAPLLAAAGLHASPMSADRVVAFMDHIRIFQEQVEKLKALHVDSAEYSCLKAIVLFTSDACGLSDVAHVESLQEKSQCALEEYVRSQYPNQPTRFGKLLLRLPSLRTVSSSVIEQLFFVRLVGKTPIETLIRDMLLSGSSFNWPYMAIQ
CF NFkB block: inhibitors of PAF-induced NF-kB signaling, primary screen, cell-based, GFP fluorescence, uHTS. KKLEB NF-kB-GFP reporter, GFP fluorescence overnight. hit rate 0.86% among 360,000. AID 588850, 2011. inhibition, % at 5 µM;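 active means at least 50% inhibition at 5 µM, scaled per plate between neutral and stimulator controls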;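 further: PAF is a Pseudomonas aeruginosa culture filtrate used as stimulus; plate controls were PAF-stimulated DMSO wells for no effect and unstimulated DMSO wells for full effect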
SRC3 inh: SRC3 coactivator transcriptional activity inhibitors, primary screen, cell-based, luminescence; Nuclear receptor coactivator 3 (Homo sapiens), Q9Y6Q9; HEK293 GAL4-SRC3 luciferase reporter; inhibition, % at 3.6 µM; hit rate 0.17% among 360,000;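 active means inhibition above a per-campaign cutoff, the mean of all compounds plus 3 SD, cut at about 60% in these data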;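 further: 0% = DMSO-treated cells and 100% = gossypol-treated cells at 36 µM; higher means less SRC3-driven luciferase light from the GAL4 reporter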
LRH-1 inv ag: LRH-1 (NR5A2) inverse agonists, primary screen, cell-based, luminescence, HEK293T, StAR-luciferase reporter; Nuclear receptor subfamily 5 group A member 2 (Homo sapiens), O00482; LRH-1 transfected, 24 h; inhibition, % at 3.6 µM; hit rate 0.13% among 360,000; AID 602396, 2012;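 active means inhibition above the mean inhibition of all tested compounds plus 3 SD, cut at about 73% in these data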;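 further: 0% = DMSO wells and 100% = reporter-only cells lacking LRH-1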
Target sequence (O00482 whole entry, looked up): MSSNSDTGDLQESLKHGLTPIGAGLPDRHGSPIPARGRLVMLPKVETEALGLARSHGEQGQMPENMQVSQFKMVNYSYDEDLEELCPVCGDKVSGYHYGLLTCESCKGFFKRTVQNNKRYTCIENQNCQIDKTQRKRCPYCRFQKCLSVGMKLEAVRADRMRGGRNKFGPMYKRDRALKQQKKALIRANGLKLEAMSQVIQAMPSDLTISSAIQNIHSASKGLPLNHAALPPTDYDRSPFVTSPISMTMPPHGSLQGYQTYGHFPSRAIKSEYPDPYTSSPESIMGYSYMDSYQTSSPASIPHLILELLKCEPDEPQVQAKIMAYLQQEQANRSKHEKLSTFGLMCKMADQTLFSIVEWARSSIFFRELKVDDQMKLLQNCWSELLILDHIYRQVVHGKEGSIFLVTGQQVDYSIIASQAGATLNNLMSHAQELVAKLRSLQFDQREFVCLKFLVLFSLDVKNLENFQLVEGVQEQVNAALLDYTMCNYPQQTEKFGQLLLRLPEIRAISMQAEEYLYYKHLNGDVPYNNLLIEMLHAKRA
KKLEB cytotox: cytotoxicity in KKLEB CF airway cells, primary screen, cytotoxicity control for CF NF-kB inhibitor project, cell-based, uHTS, fluorescence assay plates; KKLEB CF airway cells viability, ATPlite luminescence, overnight; hits give low values; cells stimulated with P. aeruginosa culture filtrate; activity change (cytotoxicity), % at 5 µM; hit rate 0.36% among 360,000;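 active means corrected activity change at or below -50% at 5 µM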
NCOA2 inhibitor: inhibition of GAL4-SRC2 driven luciferase reporter, primary screen, SRC2 inhibitor project, cell-based, luminescence; Nuclear receptor coactivator 2 (Homo sapiens), Q15596; HEK293 GAL4-SRC2 luciferase reporter; inhibition, % at 9 µM; hit rate 0.17% among 370,000;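 active means inhibition above the mean inhibition of all tested compounds plus 3 SD, set per campaign, cut at about 52% in these data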;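 further: 0% = DMSO treated cells and 100% = cells given Gossypol at 36 µM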
Starred values were filed as active, the others as inactive; . = no result given. Compounds were not picked by outcome, and some 4.2% of all compounds hit somewhere here.

Results follow in this order: C8 TRAIL sens	EBV LMP1 NFkB	TWEAK-Fn14 inh	SRC1 inh	TROY signal inh	NR2F2 inh	CF NFkB block	SRC3 inh	LRH-1 inv ag	KKLEB cytotox	NCOA2 inhibitor
- Cn1nc(C2CC2)cc1NC(=O)C1(C)CCN1C(=O)Cc1ccc(-c2ccccc2)cc1 (stereo unspecified)
 : 18.8	.	25.3	-3.7	17.4	16.6	4.5	-10.5	17.0	-7.2	3.3
- COc1ccc([C@H]2CC(=O)C=C(c3cc(C(F)(F)F)cc(C(F)(F)F)c3)C2)cc1
 : 16.7	3.8	-2.0	-2.6	4.1	0.8	12.6	15.2	-5.7	2.9	-35.0
- COc1ccc(Br)cc1CNC(=O)C1CCN(S(=O)(=O)N2CCCC2)CC1
 : 12.4	-8.4	8.0	-27.5	16.1	21.0	11.2	0.7	-18.9	-9.0	-3.9
- Cc1ncc(CN2CCCC(C(=O)Nc3ccc(-c4cscn4)cc3)C2)cn1 (stereo unspecified)
 : 10.2	-0.3	-5.5	5.6	-3.4	-1.7	-18.8	12.9	8.7	7.4	-29.5
- COc1ccc(N(CC(=O)N/N=C(\C)CCc2ccccc2)S(=O)(=O)c2ccc(C)cc2)cc1
 : 10.2	-1.0	-5.1	-15.8	-20.3	-6.6	-1.0	-0.7	-10.9	2.8	8.2
- Cc1cc(N2CCOCC2)ccc1/C=C1\NC(=O)N(Cc2ccccc2)C1=O
 : 8.5	8.1	28.4	7.8	28.1	-2.2	3.2	9.8	-14.9	4.0	-36.5
- COc1cccc(C(O)c2nc(-c3cc(F)cc(F)c3)cs2)c1 (stereo unspecified)
 : 3.1	.	-1.0	5.5	3.4	4.5	9.5	-3.5	5.7	-4.9	13.1
- CS(=O)(=O)NCCCNc1ccc(Cl)cc1[N+](=O)[O-]
 : -8.6	-4.6	-13.4	-7.1	7.9	-10.1	11.9	6.3	-5.0	-11.4	-7.2
- CCc1nc2ccc(C(=O)NCCC(C)C)cn2c1N(C)Cc1nccs1
 : -3.9	.	-5.4	-2.0	2.3	0.8	-24.4	12.0	9.7	13.5	20.0
- COc1ccccc1CCC(=O)Nc1ncc(C)s1
 : 12.3	-23.0	-11.5	-94.7	-30.9	-1.8	-7.1	-24.9	-31.1	8.8	-24.2
- C[C@H](CO)N1C[C@H](C)[C@@H](CN(C)S(C)(=O)=O)Oc2ccc(NS(=O)(=O)c3cn(C)cn3)cc2C1=O
 : 6.6	-5.3	10.0	5.4	1.7	-8.0	-5.9	0.4	16.8	10.2	0.0
- CCOC(=O)C1CCCCN1Cc1ccc(F)cc1 (stereo unspecified)
 : -5.9	4.6	4.0	1.4	-5.4	14.1	10.2	3.4	-21.8	10.2	-3.6
- O=S(=O)(Nc1ccc(O)c2ccccc12)c1ccc(OC(F)(F)F)cc1
 : 45.8	.	84.1*	-15.3	0.1	-10.8	96.0*	3.9	23.0	-44.6	-17.3
- O=S(=O)(Nc1cccnc1)c1ccc(C2CCCCC2)cc1
 : 4.4	17.9	13.4	8.0	11.9	14.1	-5.7	7.3	21.0	3.7	11.2
- C/C=C(/CCC1NCCc2c1[nH]c1ccccc21)[Si](C)(C)C (stereo unspecified)
 : 2.6	1.5	28.9	-5.5	8.2	19.7	3.0	9.4	-6.6	4.1	-8.5
- CC(C)(CO)N=Cc1c(O)[nH]c2ccccc12
 : -4.4	-6.5	-7.3	-16.6	4.0	.	3.8	12.0	16.9	-7.9	.
- COc1ccc(C(=O)NC(=S)NNC(=O)c2ccc(C)cc2)cc1
 : 17.3	2.5	-78.3	-31.9	0.8	-8.1	2.8	5.2	-20.3	2.4	3.3
- O=C(Cc1ccccc1)Nc1ccccc1N1CCOCC1
 : 3.0	9.6	-20.3	2.8	5.1	-8.3	3.0	8.2	5.0	-2.8	14.8
- CN(C)CC/C=C1/c2ccc(F)cc2Sc2ccc(Cl)cc21
 : 5.8	.	4.8	8.0	-70.6	8.8	4.4	11.3	-3.1	-0.5	-22.6
- CCN(Cc1ccncc1)Cc1cn(C)nc1-c1ccc(Oc2ccccc2)cc1
 : -6.3	-2.8	-19.9	-7.5	-14.6	5.5	-8.0	-0.8	5.9	1.8	19.8
- COc1ccc(C)cc1NC(=O)c1ccc(S(=O)(=O)N2CCCCC2)cc1
 : 4.3	-0.8	23.0	-3.0	1.3	10.6	3.6	-5.1	3.7	4.5	18.2
- c1ccc(CCc2nc(-c3ccccc3)no2)cc1
 : 1.3	-34.8	-19.5	-31.5	-64.0	-2.5	1.1	-48.7	-4.8	5.6	-51.3
- COc1ccc(C(=O)Nc2nnc(CCc3ccccc3)s2)c(OC)c1
 : -5.6	-7.7	-0.3	-75.8	4.8	12.6	6.7	-4.0	-8.1	-13.7	-6.2
- Cn1c2c(c(=O)n(C)c1=O)[C@@]1(C(=O)Nc3ccccc31)C(C#N)=C(N)O2
 : -1.4	-0.6	22.2	0.1	-11.7	-8.0	4.5	4.8	2.4	-6.3	-2.1
- Cc1ccc(-c2ccnc3[nH]n(-c4ccccc4)c(=O)c23)cc1
 : -11.3	-2.9	-5.0	-8.3	-8.0	6.6	-5.1	3.2	-10.8	2.0	-17.1
- Fc1ccc(-c2nc3cnccn3c2NC2CCCC2)cc1
 : 1.7	3.6	12.7	-1.2	-2.0	-2.5	8.2	-4.0	-3.0	-0.2	14.1
- COc1ccc(-c2noc(CCC(=O)NCc3cccnc3)n2)cc1
 : 9.0	0.4	-0.1	3.7	1.7	3.1	-7.5	-19.8	-14.1	-2.8	-13.7
- COc1cc(NC2c3ccccc3C(=O)N2Cc2ccccc2Cl)cc(OC)c1 (stereo unspecified)
 : -11.3	-0.3	-6.6	0.1	6.3	-1.7	3.3	7.8	13.0	6.8	-24.9
- CCOC(=O)c1c(-c2ccc(OC)cc2)csc1NC(=O)CCN1C(=O)c2ccccc2C1=O
 : 19.1	1.5	-22.0	-2.9	-17.4	.	0.8	0.1	-0.9	-12.1	.
- CCN(CC)c1ccc(CNC23CN4CN(CN(C4)C2)C3)cc1
 : 1.0	1.2	5.7	-9.5	12.2	3.3	-23.1	9.1	37.2	3.1	-29.9
- CC(=O)c1cc(-c2ccccc2)n(CC(=O)Nc2ccc(C)c(C)c2)c1C
 : 4.1	5.1	-1.2	-0.1	-20.6	7.5	10.5	0.8	-3.0	5.1	-30.0
- CCc1ccc(N(C(=O)c2csnn2)C(C(=O)NC(C)(C)CC)c2cccnc2)cc1 (stereo unspecified)
 : 0.5	-4.9	1.7	1.4	6.0	8.9	-2.5	3.4	-1.8	3.7	0.4
- COc1ccc(-n2ccnc(SCC(=O)NC3CCCCC3)c2=O)cc1
 : -5.8	-2.0	0.7	13.0	25.7	.	7.1	-9.2	7.6	-5.1	.
- COc1cc(S(=O)(=O)N(Cc2cccs2)CC2CCCO2)ccc1-n1cnnn1 (stereo unspecified)
 : 2.6	-6.2	3.9	-3.3	14.0	4.8	14.0	-28.8	-13.5	-0.3	26.8
- Cc1ccc(C)c(NC(=O)CCC(=O)NNC(=S)Nc2ccccc2)c1
 : 2.7	1.1	-16.6	-0.3	5.4	12.1	3.4	11.9	4.9	3.5	-14.0
- c1ccc2nc3c(nc2c1)CCc1nonc1-3
 : 1.4	-5.4	0.0	4.8	3.5	-20.2	-10.5	3.7	0.5	2.8	-4.5
- C=C(C)C(=O)Nc1cccc(C2=NOC3(C2)C[C@@H](C(N)=O)N(C(=O)C2(C)CC2)C3)c1 (stereo partly specified)
 : -19.4	-2.6	-9.2	-8.3	-19.6	-7.8	22.6	-21.1	20.0	-19.1	6.2
- CCOc1c(Cl)cc(CNCC(C)C)cc1OC
 : -0.1	6.6	8.3	12.8	-8.9	23.9	-6.7	2.3	-0.1	7.2	-4.2
- CSc1nsc(SCC(=O)Nc2ccccc2C(=O)O)n1
 : -13.8	-0.1	3.5	-12.3	22.6	10.1	-2.4	2.3	10.4	-25.6	10.7
- O=C1CCCN1S(=O)(=O)c1ccc(F)cc1
 : -5.7	-5.7	7.0	11.0	18.4	-9.7	7.9	-11.8	-2.4	6.2	7.0
- CC(C)(C)c1cc(NC(=O)c2cccs2)no1
 : 44.6	-7.4	25.5	-79.6	-1.0	-36.0	9.8	-70.2	-172.4	-1.7	-26.2
- O/N=C/Cc1[nH]c2ccccc2c1-c1ccccc1
 : -6.4	12.4	6.1	5.1	-6.6	-8.7	0.6	24.6	25.6	-12.0	3.9
- COCCNc1nc(-c2cc(-c3ccc(Cl)cc3)on2)cc(C(C)C)n1
 : -2.4	-5.1	2.0	-2.0	-22.7	-6.8	7.5	-3.7	-36.7	0.2	6.1
- CCc1ccc(S(=O)(=O)Nc2cccc(-c3ccc4nncn4n3)c2)s1
 : -4.2	5.7	-1.5	2.1	5.3	-3.6	30.0	16.0	24.6	-14.8	11.9
- Cc1nnc2sc(-c3ccc(-c4ccc(Cl)c(C(F)(F)F)c4)o3)nn12
 : 4.8	4.5	-18.6	15.0	-0.7	-6.6	-6.1	3.3	11.6	4.9	7.9
- COC(=O)C1C(=O)C2=C(CC1C)NC(=O)CC2c1cccc(C)c1 (stereo unspecified)
 : -0.1	4.9	-14.2	-17.5	-1.9	9.0	-2.3	-10.7	-2.4	1.6	-13.9
- CC(C)=CCC/C(C)=C/CNC(=O)C[C@H]1C[C@H](C(=O)N2CCOCC2)[C@@]2(CCC3CCCC3)c3[nH]c4cc(CCC(=O)N(C)C)ccc4c3CCN2C1=O
 : 9.8	9.2	25.9	-4.1	40.8	1.0	-1.2	0.6	-19.0	-1.5	-0.2
- CCCS(=O)(=O)N1CCCC(C(=O)N2CCCCC2)C1 (stereo unspecified)
 : -3.9	-4.8	-1.3	-1.1	-2.5	7.0	-2.2	4.0	3.1	10.0	-11.0
- CCN1CNC(=S)N(c2cccc(C)c2)C1
 : 11.5	0.7	9.5	-25.0	-7.7	10.6	-5.9	29.6	1.6	8.0	8.2
- COc1ccc(C(O)Cn2cc([N+](=O)[O-])nc2C)cc1 (stereo unspecified)
 : 0.9	-1.2	0.1	1.5	17.6	13.2	11.2	11.7	1.9	-8.8	1.0

Single records (already shown). Order of values: C8 TRAIL sens	EBV LMP1 NFkB	TWEAK-Fn14 inh	SRC1 inh	TROY signal inh	NR2F2 inh	CF NFkB block	SRC3 inh	LRH-1 inv ag	KKLEB cytotox	NCOA2 inhibitor
Shown for `COCCNc1nc(-c2cc(-c3ccc(Cl)cc3)on2)cc(C(C)C)n1` = -2.4	-5.1	2.0	-2.0	-22.7	-6.8	7.5	-3.7	-36.7	0.2	6.1
Shown for `Cc1nnc2sc(-c3ccc(-c4ccc(Cl)c(C(F)(F)F)c4)o3)nn12` = 4.8	4.5	-18.6	15.0	-0.7	-6.6	-6.1	3.3	11.6	4.9	7.9
